DAX1 inh-1: NR0B1 (DAX1) inhibition | P51843 | HEK293 Gal4-DAX1 luciferase reporter, luminescence | inhibition, % at 6.75 µM | 340,000 compounds, 0.99% hits | AID 504766;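 active = inhibition above the mean over all tested compounds plus 3 SD, cut at about 4.2% in these data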;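 note: 0% = DAX1-transfected cells with DMSO and 100% = empty-vector control cells with DMSO; inhibition shows as a rise in luminescence from relieved DAX1 repression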
Target sequence (P51843 207-470 limits assumed): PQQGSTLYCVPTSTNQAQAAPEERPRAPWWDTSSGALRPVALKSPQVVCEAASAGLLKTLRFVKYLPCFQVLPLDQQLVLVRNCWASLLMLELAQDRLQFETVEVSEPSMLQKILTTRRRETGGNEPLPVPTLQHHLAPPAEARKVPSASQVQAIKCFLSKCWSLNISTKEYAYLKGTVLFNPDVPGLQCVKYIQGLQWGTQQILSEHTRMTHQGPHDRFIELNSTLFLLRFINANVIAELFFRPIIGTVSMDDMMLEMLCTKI
NPR1 activator: GC-A (human) enzyme activation. P16066. HEK293 GC-A cells, cGMP TR-FRET, EC30 ANP; 0% at EC30 ANP, 100% saturating ANP. activation, % at 10 µM. 370,000 compounds, 0.14% hits. AID 1671463; in the data active = activation above about 40%
hcDAF12 agonist: activates DAF-12 receptor from parasite H. contortus. activation, % at 6.8 µM. 370,000 compounds, 1.4% hits. HEK293 hcDAF-12 lit1-tk-luc reporter, luminescence; 0% DMSO, 100% Δ7-dafachronic acid;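 active = activation above the mean of all tested compounds plus 3 SD, cut at about 5.5% in these data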;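 note: 100% = response to 3 µM Δ7-dafachronic acid high control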
hgDAF-12 ag: agonists of H. glycines DAF-12 nuclear receptor. HEK293 GAL4-hgDAF12 UAS-luciferase reporter, agonist luminescence; normalized to butyrate control. activation, % at 6.8 µM. 370,000 compounds, 1.8% hits. AID 687014;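 active = activation above a cutoff set at the mean of all screened compounds plus 3 SD, cut at about 10% in these data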;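 note: 0% = DMSO wells and 100% = sodium butyrate wells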
sPLA2-III inh: Blocks human group III sPLA2 activity | 370,000 compounds, 0.56% hits | QFRET BODIPY PC-A2 liposome hydrolysis, fluorescence | AID 743126 | Q9NZ20 | inhibition, % at 12.2 µM;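 active = inhibition above mean plus 3 SD of compounds lying within the high and low control bounds, cut at about 19% in these data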;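 note: 0% = median of test compound wells and 100% = no enzyme DMSO wells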
Target sequence (Q9NZ20 whole entry, looked up): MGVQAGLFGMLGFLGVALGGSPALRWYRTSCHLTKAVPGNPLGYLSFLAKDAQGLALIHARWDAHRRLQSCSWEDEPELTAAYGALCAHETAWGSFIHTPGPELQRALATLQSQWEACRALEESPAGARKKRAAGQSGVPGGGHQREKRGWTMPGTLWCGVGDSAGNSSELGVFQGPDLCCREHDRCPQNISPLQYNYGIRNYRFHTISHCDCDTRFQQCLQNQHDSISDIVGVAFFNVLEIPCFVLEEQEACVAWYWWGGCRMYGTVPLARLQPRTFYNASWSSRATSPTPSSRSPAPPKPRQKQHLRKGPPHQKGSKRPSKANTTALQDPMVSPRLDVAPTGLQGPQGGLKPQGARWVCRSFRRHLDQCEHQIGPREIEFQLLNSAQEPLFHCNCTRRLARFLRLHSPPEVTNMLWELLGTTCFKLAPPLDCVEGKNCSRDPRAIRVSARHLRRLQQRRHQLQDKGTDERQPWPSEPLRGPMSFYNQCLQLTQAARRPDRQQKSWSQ
SMARCA2 act: activators of SMARCA2 function. MG213 cells, MMTV-luciferase reporter, dexamethasone, overnight. activation, % at 9.1 µM. 370,000 compounds, 1% hits; in the data active = activation above about 7.8%;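 note: 0% = vehicle wells and 100% = reference activator wells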
KLK7 zymogen act: activators of human kallikrein-7 zymogen; P49862; purified proKLK7, EDANS-DABCYL substrate fluorescence; 100% is mature enzyme control, 0% vehicle; activation, % at 7 µM; 370,000 compounds, 0.9% hits; AID 652039;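 active = activation above the mean of all tested compounds plus 3 SD, computed per campaign excluding outliers beyond control limits, cut at about 13% in these data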
Target sequence (P49862 whole entry, looked up): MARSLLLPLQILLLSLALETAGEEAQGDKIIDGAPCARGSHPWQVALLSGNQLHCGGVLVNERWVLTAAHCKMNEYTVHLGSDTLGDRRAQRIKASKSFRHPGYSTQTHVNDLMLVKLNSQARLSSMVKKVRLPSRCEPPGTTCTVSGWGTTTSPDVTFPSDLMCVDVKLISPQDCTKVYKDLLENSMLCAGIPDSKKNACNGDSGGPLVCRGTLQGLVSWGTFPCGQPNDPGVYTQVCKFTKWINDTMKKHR
GC-B act: GC-B (human) receptor activation | HEK293-GC-B cells, CNP EC30, cGMP TR-FRET; 0% at EC30 CNP, 100% saturating CNP | activation, % at 10 µM | 370,000 compounds, 0.11% hits;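 active = activation at 10 µM reaching about 35% in either raw or pattern-adjusted values, limit read from the data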
DAX1 inh-2: inhibitors of DAX1 repression of SF-1 activated StAR promoter; HEK293T StAR-luciferase reporter, SF-1/DAX-1 repression relief; inhibition, % at 6.8 µM; 370,000 compounds, 1.1% hits; AID 652010;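 active = inhibition above the mean over all tested compounds plus 3 SD, cut at about 3.6% in these data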;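 note: 0% = DAX-1 cells with DMSO and 100% = cells lacking DAX-1 with DMSO; higher inhibition means more luminescence from relief of DAX-1 repression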
GAA850 FXN act: frataxin GAA850 promoter activation. HEK293 lucGAA850 FXN promoter luciferase reporter, 24 h; percent of 10 µM SAHA response. 360,000 compounds, 0.56% hits. activation, % at 6 µM;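 active = activation above the average of all compounds screened plus 3 SD, cutoff fixed separately per campaign, cut at about 7.5% in these data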;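 note: 0% = DMSO wells and 100% = 10 µM SAHA wells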
ssDAF12 agonist: S. stercoralis DAF-12 activation, primary screen; HEK293 ssDAF-12/GRIP1 lit1-tk-luc reporter, luminescence; % of 3 µM dafachronic acid response; activation, % at 6.8 µM; 370,000 compounds, 1% hits; AID 652126;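 active = activation above the mean over all tested compounds plus 3 SD, cut at about 0.9% in these data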;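 note: 0% = DMSO-only wells and 100% = 3 µM delta7-dafachronic acid wells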
* = called active by the depositor; x = no result given.

SMILES	DAX1 inh-1	NPR1 activator	hcDAF12 agonist	hgDAF-12 ag	sPLA2-III inh	SMARCA2 act	KLK7 zymogen act	GC-B act	DAX1 inh-2	GAA850 FXN act	ssDAF12 agonist
O=C(CCCOc1ccccc1)NCCc1ccccc1	x	0	-1.5	-0.7	0	4	-0.3	0	-0.2	2.8	-0.9
CCOc1ccc2oc(C(=O)OC(C(=O)NC(N)=O)C(C)C)c(C)c2c1 (stereo not given)	0.0	0	0.0	0.7	-10	-1	-1.1	1	0.0	3.8	-1.2
COC(=O)/C(=C/Nc1ccccc1)[N+](=O)[O-]	-0.9	3	-0.8	0.7	1	0	0.2	4	-0.1	-1.4	-1.4
O=S(=O)(Nc1ccc(S(=O)(=O)Nc2nccs2)cc1)c1ccc(Br)cc1	-0.2	1	-1.8	-1.2	-23	3	-0.6	-5	0.1	1.6	-1.1
CCCCCCOC(=O)C[N+](C)(C)CCOC1CC2CCC1(C)C2(C)C (stereo not given)	0.4	2	0.6	1.6	5	-5	0.3	4	-0.3	-0.7	-1.8
Cc1ccc(C)c(NC(=O)CN(C)C(C)C(=O)N2CC(C)CC(C)C2)c1 (stereo not given)	-0.2	3	-1.0	-0.6	11	-1	0.2	-3	-0.8	-2.4	-1.2
CCOc1ccccc1C(=O)OC(C)C(=O)Nc1ccc(S(=O)(=O)N2CCCC2)cc1 (stereo not given)	-0.3	1	-0.8	-1.6	-26	-1	0.6	2	-1.6	1.4	-1.6
O=C(c1ccncc1)N1N=C2CCCCCC2C1(O)C(F)(F)F (stereo not given)	0.2	2	-1.7	0.5	-2	0	-0.5	-3	-0.2	1.9	-1.3
O=C(O)CSc1nnc2n(-c3ccccc3)c(=O)c3ccccc3n12	5.4*	0	-0.7	-2.8	3	-2	0.8	1	-0.2	1.4	-0.8
CN(C)c1cccc(C(=O)NCc2ccccc2Cl)c1	-0.7	2	-0.8	5.2	4	0	1.0	2	1.0	1.4	-0.7
CC1CCCCC1NC(=O)C1CCN(S(=O)(=O)c2cccc3nsnc23)CC1 (stereo not given)	-0.3	2	2.4	-0.6	1	4	-0.4	4	0.2	0.5	-1.4
COc1ccc(Cl)cc1NC(=O)CN(C)CC(=O)Nc1ccccc1-c1ccccc1	0.3	-26	-1.0	0.8	-16	-2	-0.2	-16	-1.4	0.5	-1.7
O=C(Oc1cccc2c(O)cccc12)c1ccccc1	-0.5	3	-0.1	0.5	-56	1	0.5	-5	-0.6	2.3	-0.8
CC(C)CNC(=O)CCc1c[nH]c2ccccc12	0.9	-6	1.1	1.2	-11	0	0.1	-1	-0.5	0.8	-1.3
Cc1cnccc1CN(C)Cc1cn(C)nc1-c1cccc(Cl)c1	-0.7	-4	1.0	2.7	-6	6	-0.3	0	-0.4	-0.9	-1.6
O=C(NC(=S)NC1CCCc2ccccc21)c1ccco1 (stereo not given)	0.1	2	-0.7	-1.0	2	-2	-0.1	1	-0.9	2.3	-1.8
COc1ccc(N2CCN(S(=O)(=O)CCNC(=O)CCCc3ccccc3)CC2)cc1	-0.1	0	-0.4	-0.3	1	-1	0.6	-2	-1.5	-1.6	-1.1
CC(O)C1CCC2C3CC[C@H]4CC(O)CCC4(C)C3CC3(OCCO3)C12C (stereo not given in full)	-0.3	2	-2.4	-0.8	-1	0	-0.3	-1	0.3	1.2	-1.3
O=C(/C=C/c1ccc(OCCCF)cc1)NCc1ccc(Cl)cc1	-1.2	0	-1.6	1.3	-1	0	-0.1	-2	-1.9	-0.7	-0.9
O=c1[nH]c2ccccc2[n+]([O-])c1-c1ccccc1	1.6	11	-0.4	2.1	13	-4	-8.7	-1	0.9	0.9	-1.7
N/C(=N\NS(=O)(=O)c1ccccc1)c1ccccn1	-0.5	2	-2.5	-1.2	-1	-5	0.2	1	-0.4	-1.1	-1.5
NC(=O)C1CCN(c2nnnn2-c2ccccc2)CC1	0.6	-3	-1.0	-0.5	17	0	0.3	-1	0.3	0.5	-1.3
CCOC(=O)CC1COCCN1Cc1cn(C)nc1-c1ccccc1F (stereo not given)	-0.7	3	0.3	-1.4	-3	-2	0.1	-3	-0.6	0.0	-1.4
COC(=O)/C(=C\C(=O)c1ccccc1)Nc1ccc(OC)cc1	2.1	6	2.4	3.4	-5	4	0.1	1	1.0	1.6	-0.1
CCN(CC)S(=O)(=O)c1ccc(N2CCCCC2)c(NC(=O)C2=COCCO2)c1	-0.9	6	-2.4	-3.4	-29	-3	-0.7	15	-1.1	2.9	-1.6
Cc1nc2ccccc2n1C1CCN(C(=O)Nc2ccccc2)CC1	-0.2	x	-0.6	3.4	0	5	0.1	x	-0.8	1.9	-1.4
COc1cccc(OC)c1OC(=O)/C=C/c1ccc(C)o1	-0.7	3	-1.5	-1.4	-2	-2	0.1	2	-0.3	2.9	-1.2
COc1ccc(CC(=O)Nc2ccccc2C(=O)N2CCCC2)cc1	0.3	-1	0.8	-0.1	5	0	0.0	3	-1.9	1.7	-0.8
N#Cc1ccccc1OCC(=O)N1CCN(C(=O)c2ccco2)CC1	0.3	2	1.1	-0.1	5	-1	0.1	3	0.1	-0.3	-0.5
Nc1nc(-c2cc(Cl)cc(Cl)c2OC(F)F)cs1	1.5	-6	0.8	1.4	6	-1	0.1	-4	0.0	2.8	-1.8
CCOC(=O)C1C(C(=O)OCC)C2C(=O)C3C(C(=O)OCC)C(C(=O)OCC)C3C(=O)C12 (stereo not given)	x	3	0.4	-2.5	-3	0	-0.1	4	0.4	-1.2	-1.0
CC(=O)Nc1ccc(CN2CCN(Cc3ccc(F)c(F)c3)C(CCO)C2)cc1 (stereo not given)	0.0	8	-1.0	-3.3	6	-3	0.1	-3	-0.4	1.7	-0.2
COc1cc2c(cc1OC)CN(C(=O)NS(=O)(=O)c1ccc(C)cc1)CC2	-0.5	3	-0.8	2.0	7	6	20*	-1	-0.5	2.4	-0.9
COc1ncnc2sc3c(c12)CCCC3	-0.6	3	-0.2	2.3	0	1	0.2	0	-1.0	1.3	-1.7
CCCCn1c(-c2csc(C(C)C)c2)n[nH]c1=S	-0.7	-5	0.9	-2.1	3	-4	0.5	-1	-0.7	2.7	-1.3
CCCCNC(=O)c1nc(-c2cc3ccccc3[nH]2)oc1-c1cccc(C(F)(F)F)c1	x	-5	-0.6	2.0	-4	2	0.6	-17	-0.5	x	-0.5

Reprinted from the part before: two compounds; new compounds follow.
SMILES	DAX1 inh-1	NPR1 activator	hcDAF12 agonist	hgDAF-12 ag	sPLA2-III inh	SMARCA2 act	KLK7 zymogen act	GC-B act	DAX1 inh-2	GAA850 FXN act	ssDAF12 agonist
CCCCn1c(-c2csc(C(C)C)c2)n[nH]c1=S	-0.7	-5	0.9	-2.1	3	-4	0.5	-1	-0.7	2.7	-1.3
CCCCNC(=O)c1nc(-c2cc3ccccc3[nH]2)oc1-c1cccc(C(F)(F)F)c1	x	-5	-0.6	2.0	-4	2	0.6	-17	-0.5	x	-0.5
COc1cc(C(=O)NCCOC(=O)c2cccc(N(C)C)c2)cc(OC)c1OC	-0.5	-5	-0.4	1.5	-1	0	0.3	-3	-0.1	-0.3	-1.2
COCCN(C(=O)Cc1csc(-c2cccc(Cl)c2)n1)c1c(N)n(Cc2ccccc2)c(=O)[nH]c1=O	-0.6	-8	-1.9	-1.7	5	0	-2.0	-7	1.1	0.0	-1.1
NC(=O)c1ccccc1OCC(=O)NS(=O)(=O)c1ccc(Cl)cc1	1.6	3	0.2	-1.0	-1	0	-0.1	3	0.2	-0.5	-0.6
CCCCC(CC)CNC(=O)C(=O)C1C(=O)Nc2ccccc21 (stereo not given)	0.2	0	1.7	0.6	-33	-5	0.4	-4	1.4	2.2	-0.1
Cc1ccnc(NC(=O)CC(NC(=O)c2ccccc2Cl)c2ccccc2)c1 (stereo not given)	3.3	0	2.1	11*	9	1	0.5	-3	6.1*	2.9	-0.4
COCCNC(=O)c1onc(CSc2ccccc2C)c1C(=O)O	-1.3	2	-0.4	3.0	5	0	0.6	2	0.1	0.5	-1.3
CC1CCN(S(=O)(=O)c2cccc(C(=O)N3CCN(c4ccc(F)cc4)CC3)c2)CC1	1.6	-3	-0.8	-1.8	-2	-3	-0.1	-2	-3.2	0.4	-1.7
C=C1CCC[C@]2(C)C[C@H]3OC(=O)C(CNC(C)CC)[C@H]3CC12 (stereo not given in full)	-2.3	0	-2.4	-3.0	1	-3	0.4	-4	-0.8	-1.1	-0.9
COc1ccc(C2(O)CCN(CC(=O)Nc3nccs3)CC2)c(OC)c1	-0.1	-5	-2.2	-1.2	8	-5	-0.1	-2	0.3	0.9	-1.1
COc1ccc(/C=N\NC(=O)c2ccccc2Br)cc1COc1ccccc1	-2.1	5	-2.7	0.7	-4	1	0.1	8	-5.3	-0.2	-1.5
COc1cccc(S(=O)(=O)Nc2ccc(C(=O)N3CCN(C(=O)c4ccco4)CC3)cc2)c1	2.2	4	-0.2	1.0	-8	2	-0.3	-4	-1.0	-2.1	-1.3
COc1ccc(NC(=O)CSc2nnc(NC(=O)c3ccco3)s2)cc1	2.4	2	-1.4	-2.0	4	1	0.1	-3	0.1	1.6	0.5
CCCC(C(=O)Nc1nccs1)c1ccccc1 (stereo not given)	2.2	0	-2.2	0.4	-1	0	-0.3	-5	-0.1	-0.1	-1.2
CN(C1=NS(=O)(=O)c2ccccc21)c1ccc(OC(=O)c2ccncc2)cc1	-2.0	1	-2.4	1.2	-1	0	0.6	-6	-1.2	0.1	-1.7
COC(=O)[C@]12CCCCC=C1N(Cc1ccc3c(c1)OCO3)C(=O)[C@H](CC(=O)NCc1cccc3ccccc13)C2	x	-6	-0.7	-1.6	-4	-8	0.2	3	0.6	x	-0.9
Cc1cc(C(=O)CN2C(=O)NC3(CCCCC3)C2=O)c(C)n1-c1ccc2c(c1)OCO2	-1.7	-1	-1.2	-4.3	-13	1	-0.8	7	-0.5	1.9	-1.2
COc1ccc(S(=O)(=O)N2CC(C(=O)O)Oc3ccc(CC(=O)O)cc32)cc1 (stereo not given)	0.2	-3	-1.4	1.2	-1	0	0.8	1	0.0	0.5	-0.8
O=C(NCCCN1CCCC1=O)Nc1ccc(Cl)cc1	1.6	1	-0.4	1.4	2	8	0.2	-2	0.9	2.9	-0.9
Nc1nnnn1/N=C/c1ccccc1O	-0.2	4	0.8	-1.4	12	-5	-8.3	1	-0.2	1.8	-1.6
COc1cccc(C2/C(=C(/O)c3ccc(C)cc3)C(=O)C(=O)N2Cc2ccco2)c1 (stereo not given)	-0.1	4	-0.1	2.3	7	-1	0.5	3	0.1	3.1	-1.1
O=C(Cc1ccccc1)Nc1ccccc1Sc1ccccc1	-1.1	3	0.7	-1.4	-2	3	-0.1	-7	0.1	-0.5	-1.3
O=C(c1oc(=O)c2ccccc2c1-c1ccccc1)N1CCOCC1	-0.1	2	-0.3	-1.2	2	0	-0.3	3	-0.2	-0.1	-1.2

Screening results: PubChem, several laboratories
